High-throughput results from PubChem.
IDE exosite inh: insulin-degrading enzyme (human) exo-site inhibition. P14735. purified IDE, FL-6b probe fluorescence polarization; active compounds read low. z-score at 20 µM. 17,000 compounds, 6.3% hits. AID 1259349;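 active = z-score of -3 or lower, meaning strong loss of probe binding signal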;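 note: His-tagged human IDE residues 42-1019 made in E. coli with 30 nM FL-6b probe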
Target sequence (P14735 42-1019 limits assumed): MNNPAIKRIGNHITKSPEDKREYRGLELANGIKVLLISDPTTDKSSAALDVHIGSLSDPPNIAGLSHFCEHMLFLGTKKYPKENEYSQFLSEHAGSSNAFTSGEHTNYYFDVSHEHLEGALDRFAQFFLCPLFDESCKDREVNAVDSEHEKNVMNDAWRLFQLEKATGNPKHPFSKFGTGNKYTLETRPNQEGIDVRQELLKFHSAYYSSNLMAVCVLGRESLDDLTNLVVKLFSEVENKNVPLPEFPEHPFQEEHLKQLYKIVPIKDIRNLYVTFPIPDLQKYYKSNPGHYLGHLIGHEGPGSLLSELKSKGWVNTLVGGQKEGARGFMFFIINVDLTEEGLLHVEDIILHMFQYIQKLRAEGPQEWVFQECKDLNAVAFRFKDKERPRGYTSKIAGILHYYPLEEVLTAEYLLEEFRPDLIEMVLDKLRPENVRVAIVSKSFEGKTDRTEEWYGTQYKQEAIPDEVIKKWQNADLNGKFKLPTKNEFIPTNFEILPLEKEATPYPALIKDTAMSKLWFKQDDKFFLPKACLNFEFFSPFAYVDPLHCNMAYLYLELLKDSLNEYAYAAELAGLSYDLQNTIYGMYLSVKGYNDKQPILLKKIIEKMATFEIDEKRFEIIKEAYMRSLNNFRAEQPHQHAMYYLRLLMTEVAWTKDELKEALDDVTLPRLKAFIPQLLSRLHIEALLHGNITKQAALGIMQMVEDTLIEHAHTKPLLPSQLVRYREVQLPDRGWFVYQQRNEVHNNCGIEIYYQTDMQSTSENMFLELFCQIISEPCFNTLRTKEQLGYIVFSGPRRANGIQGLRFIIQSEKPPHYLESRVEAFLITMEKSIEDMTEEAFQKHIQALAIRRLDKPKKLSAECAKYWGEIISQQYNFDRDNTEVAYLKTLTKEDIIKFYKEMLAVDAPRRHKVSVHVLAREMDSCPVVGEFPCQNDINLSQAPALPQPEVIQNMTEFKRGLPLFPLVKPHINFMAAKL
* marks the source's active call; other numbers are inactive results; & = joins results of further samples. Only part of the results is shown (hit frequency here may not be typical).

SMILES	IDE exosite inh
O=C(NC1CCCC1)N1CCCCN2[C@H](CO)[C@H](c3ccc(-c4cncnc4)cc3)[C@H]2C1	1.76
COCCNC(=O)C[C@@H]1CC[C@@H]2[C@H](COC[C@H](O)CN2C(=O)c2cc(Cl)cc(Cl)c2)O1	-0.85
C[C@@H]1CCCCO[C@@H](CN(C)S(=O)(=O)c2cn(C)cn2)[C@@H](C)CN([C@H](C)CO)C(=O)c2cc(NC(=O)Nc3cccc4ccccc34)ccc2O1	-1.12
Cc1ccccc1S(=O)(=O)N1CC(=O)N2[C@H](CO)[C@@H](c3ccc(C#CCC4CCCC4)cc3)[C@H]2C1	4.87
C/C=C/c1ccc([C@H]2[C@@H](CO)N(C(=O)NC3CCCC3)[C@H]2C#N)cc1	3.27
O=C(C[C@@H]1C[C@@H]2c3cc(NC(=O)Nc4ccccc4)ccc3O[C@@H]2[C@@H](CO)O1)NCc1ccccc1	0.874
CC(C)NC(=O)N1[C@H](CO)[C@@H](c2ccccc2)[C@@H]1CN(C)C(=O)c1ccccc1	0.952
Cc1cccc(S(=O)(=O)N2CCCCN3[C@H](C2)[C@@H](c2ccc(C#CC(C)C)cc2)[C@@H]3CO)c1	2.11
COc1ccc2c3c(n(C)c2c1)[C@H](CO)N(Cc1ccc(Cl)cc1)CC31CN(C(=O)NC(C)C)C1	0.858
Cc1ccccc1-c1ccc([C@H]2[C@@H](CO)N3C(=O)CN(C(=O)c4ccc(F)cc4)C[C@@H]23)cc1	-0.946
O=C(Nc1ccc(F)cc1)N1CCCCN2[C@H](CO)[C@H](c3ccc(-c4ccncc4)cc3)[C@@H]2C1	0.662
O=C(C[C@@H]1CC[C@H]2[C@@H](COC[C@H](O)CN2Cc2nccs2)O1)NCc1ccccc1Cl	0.131
COc1ccc2c3c([nH]c2c1)[C@@H](CO)N(C(=O)CN(C)C)CC31CN(C(=O)c2cccnc2)C1	-1.44
Cc1ccccc1-c1ccc([C@H]2[C@@H](CO)N3CCCCN(S(C)(=O)=O)C[C@@H]23)cc1	-2.31
O=C(Nc1cc(F)ccc1F)N[C@H]1CC[C@@H](CC(=O)N2CCc3ccccc3C2)O[C@H]1CO	3.84
CC(=O)NC[C@@H]1[C@@H](c2ccc(-c3cccc(F)c3)cc2)[C@@H](CO)N1C(C)=O	2.2
O=C(C1CCC1)N1CC(=O)N2[C@H](CO)[C@@H](c3ccc(Br)cc3)[C@H]2C1	-0.543
OC[C@@H]1[C@H](c2ccc(/C=C/c3ccccc3)cc2)[C@H]2CN(Cc3cncnc3)CCCCN12	-4.4*
C[C@@H]1CN([C@@H](C)CO)C(=O)c2c(c3ccccc3n2C)-c2ccccc2CO[C@H]1CN(C)C(=O)[C@H](Cc1ccccc1)N(C)C	-1.24
COCC(=O)N1CCCCN2[C@H](C1)[C@H](c1ccc(-c3ccc(OC)cc3)cc1)[C@@H]2CO	-0.901
OC[C@@H]1[C@@H]2c3ccccc3NC[C@@H]2N1Cc1ccccc1Cl	2.18
N#C[C@H]1[C@H](c2ccc(-c3cccc(F)c3)cc2)[C@H](CO)N1c1nc(-c2ccccc2)cs1	-0.431
O=C(C[C@@H]1CC[C@@H]2NC[C@H](O)COC[C@H]2O1)NCc1ccc2c(c1)OCO2	0.879
C/C=C/c1ccccc1[C@H]1[C@@H](C#N)N(c2nc(CC)cs2)[C@H]1CO	0.491
O=C(C1CCC1)N1CCCCN2[C@H](CO)[C@@H](c3ccc(C#CC4(O)CCCC4)cc3)[C@@H]2C1	1.63
C/C=C/c1ccc([C@H]2[C@@H](CO)N(C(=O)CC)[C@H]2CN(C)S(C)(=O)=O)cc1	2.83
COC(=O)C[C@@H]1CC[C@@H]2[C@H](COc3ccc(NS(=O)(=O)c4ccc(C)cc4)cc3C(=O)N2C)O1	-0.888
N#C[C@H]1[C@H](c2ccc(C#Cc3ccc(F)cc3)cc2)[C@H](CO)N1C(=O)C1CCC1	1.49
O=C(C[C@@H]1C=C[C@@H](NS(=O)(=O)c2ccccc2)[C@H](CO)O1)NCCN1CCCCC1	2.03
CO[C@@H](CN(C)Cc1ccc2c(c1)OCO2)[C@H](C)CN(C(=O)Nc1ccc(F)cc1)[C@@H](C)CO	1.63
CN1C(=O)c2cc(NC(=O)Cc3cccs3)ccc2OC[C@@H]2O[C@H](CC(=O)NCC3CCCCC3)CC[C@@H]21	-2.19
C[C@@H]1CN([C@@H](C)CO)C(=O)c2cc(-c3cccc(C(=O)N(C)C)c3)cnc2O[C@H]1CN(C)C(=O)Cc1ccccn1	0.201
C/C=C/c1ccc([C@@H]2[C@@H](CO)N3C(=O)CN(Cc4ccccc4)C[C@H]23)cc1	1.89
C[C@@H]1CN([C@@H](C)CO)C(=O)c2cc(NC(=O)Nc3cccc4ccccc34)ccc2O[C@@H]1CN(C)S(=O)(=O)c1cccs1	1.05
CCC(=O)N1CC(=O)N2[C@H](CO)[C@H](c3ccc(C#CC4CCCCC4)cc3)[C@@H]2C1	1.54
CN1C(=O)c2cc(NS(C)(=O)=O)ccc2OC[C@H]2O[C@@H](CC(=O)NCc3ccccc3)CC[C@H]21	-1.33
CCCNC(=O)N1CC(=O)N2[C@H](C1)[C@@H](c1ccc(C#Cc3cccc(OC)c3)cc1)[C@@H]2CO	0.168
C[C@H](CO)N1C[C@H](C)[C@H](CN(C)C(=O)Cc2ccccn2)Oc2ncc(-c3cccc(C(=O)N(C)C)c3)cc2C1=O	-0.642
Cc1ccc(-c2ccc([C@@H]3[C@@H](CO)N4CCCCN(C(=O)c5ccncc5)C[C@H]34)cc2)cc1	2.83
O=C(C1CCC1)N1CC(=O)N2[C@@H](CO)[C@H](c3ccc(-c4cccnc4)cc3)[C@@H]2C1	1.11
Cc1ccc(-c2ccc([C@@H]3[C@@H](CO)N4C(=O)CN(C(=O)c5cccnc5)C[C@@H]34)cc2)cc1	-3.61*
O=C(CN1CCOCC1)N1CCCCN2[C@H](CO)[C@@H](c3ccc(-c4ccccc4)cc3)[C@@H]2C1	2.48
C/C=C/c1ccc([C@H]2[C@@H](CO)N(C(=O)C3CC3)[C@@H]2CNC(=O)CN(C)C)cc1	0.795
CC(=O)NC[C@H]1[C@@H](c2ccc(-c3cccc(F)c3)cc2)[C@@H](CO)N1C(=O)C1CC1	-0.881
COc1cccc(-c2ccc([C@@H]3[C@H]4CN(C(=O)NC(C)C)CCCCN4[C@H]3CO)cc2)c1	-8.03*
COc1cccc(C#Cc2ccc([C@H]3[C@@H](CO)N4C(=O)CN(C(=O)c5ccncc5)C[C@H]34)cc2)c1	-8.42*
Cc1ccc(CN2CC(=O)N3[C@H](CO)[C@@H](c4ccc(Br)cc4)[C@H]3C2)cc1	3.28
O=C(Cc1ccccc1)N1CC(=O)N2[C@@H](CO)[C@H](c3ccc(-c4cccc(F)c4)cc3)[C@@H]2C1	-2.43
CO[C@H]1CN(C)C(=O)c2ccc(NS(=O)(=O)CC(F)(F)F)cc2OC[C@H](C)N(C(=O)NC(C)C)C[C@H]1C	-0.987
CN(C)C(=O)c1ccc(-c2ccc([C@H]3[C@@H](C#N)N(C(=O)Cc4ccccn4)[C@H]3CO)cc2)cc1	-2.06

Carrying on:
SMILES	IDE exosite inh
CN(C)CC(=O)N1CCCCN2[C@H](C1)[C@H](c1ccc(/C=C/c3ccccc3)cc1)[C@@H]2CO	-7.32*
COCC#Cc1ccc([C@@H]2[C@@H](CO)N3C(=O)CN(C(=O)c4ccncc4)C[C@@H]23)cc1	0.168
Cc1ccccc1S(=O)(=O)N1C[C@@H]2N[C@H](C1)C2c1ccc(-c2cccc(C#N)c2)cc1 (stereo not given in full)	1.2&0.421
CN(C)CC#Cc1ccc([C@@H]2[C@@H](CO)N3C(=O)CN(C(=O)Cc4ccccc4)C[C@H]23)cc1	1.68
CC(C)CC#Cc1ccc([C@H]2[C@@H](CO)N3C(=O)CN(C(=O)c4cccc(F)c4)C[C@H]23)cc1	0.168
CCCC#Cc1ccc([C@@H]2[C@@H](CO)N3CCCCN(S(=O)(=O)CC)C[C@H]23)cc1	2.96
O=C(c1cccnc1)N1CC2(C1)[C@@H](c1ccccc1)[C@@H](CO)N2C(=O)CC1CC1	0.141
O=C(C1CCCCC1)N1CC(=O)N2[C@@H](CO)[C@H](c3ccc(Br)cc3)[C@@H]2C1	3.8
CCCC(=O)N1CC2(C1)CN(S(=O)(=O)c1ccc(C)cc1)[C@@H](CO)c1[nH]c3cc(OC)ccc3c12	1.18
CCN1[C@@H]2Cn3c(ccc(-c4ccc(F)cc4)c3=O)[C@H]1[C@@H](C(=O)Nc1nccs1)[C@@H]2CO	0.812

11 entries out of the list, sorted by SMILES length, rising:
SMILES	IDE exosite inh
Cc1ccc(CN2CC(=O)N3[C@H](CO)[C@@H](c4ccc(Br)cc4)[C@H]3C2)cc1	3.28
O=C(c1cccnc1)N1CC2(C1)[C@@H](c1ccccc1)[C@@H](CO)N2C(=O)CC1CC1	0.141
Cc1ccccc1S(=O)(=O)N1C[C@@H]2N[C@H](C1)C2c1ccc(-c2cccc(C#N)c2)cc1 (stereo not given in full)	1.2&0.421
COCC#Cc1ccc([C@@H]2[C@@H](CO)N3C(=O)CN(C(=O)c4ccncc4)C[C@@H]23)cc1	0.168
CN(C)CC(=O)N1CCCCN2[C@H](C1)[C@H](c1ccc(/C=C/c3ccccc3)cc1)[C@@H]2CO	-7.32*
CN(C)CC#Cc1ccc([C@@H]2[C@@H](CO)N3C(=O)CN(C(=O)Cc4ccccc4)C[C@H]23)cc1	1.68
CC(C)CC#Cc1ccc([C@H]2[C@@H](CO)N3C(=O)CN(C(=O)c4cccc(F)c4)C[C@H]23)cc1	0.168
CCCC(=O)N1CC2(C1)CN(S(=O)(=O)c1ccc(C)cc1)[C@@H](CO)c1[nH]c3cc(OC)ccc3c12	1.18
COc1cccc(C#Cc2ccc([C@H]3[C@@H](CO)N4C(=O)CN(C(=O)c5ccncc5)C[C@H]34)cc2)c1	-8.42*
CCN1[C@@H]2Cn3c(ccc(-c4ccc(F)cc4)c3=O)[C@H]1[C@@H](C(=O)Nc1nccs1)[C@@H]2CO	0.812
CO[C@H]1CN(C)C(=O)c2ccc(NS(=O)(=O)CC(F)(F)F)cc2OC[C@H](C)N(C(=O)NC(C)C)C[C@H]1C	-0.987

New compounds follow.
SMILES	IDE exosite inh
C[C@@H](O)C#Cc1ccc([C@H]2[C@H](CO)N3CCCCN(C(=O)c4ccc5c(c4)OCO5)C[C@@H]23)cc1	-0.442
CCCC#Cc1ccc([C@@H]2[C@H](C#N)N(C(=O)C3CCC3)[C@H]2CO)cc1	1.92
O=C(C1CC1)N1CCCCN2[C@H](CO)[C@@H](c3ccc(C#CC4CCCC4)cc3)[C@H]2C1	0.242
O=C(CN1CCOCC1)N1CCCCN2[C@H](CO)[C@H](c3ccc(C#Cc4ccccc4F)cc3)[C@@H]2C1	-5.02*
CCCC#Cc1ccc([C@@H]2[C@@H](C#N)N(C(=O)C3CCOCC3)[C@H]2CO)cc1	3.53
O=C(c1cnccn1)N1CC(=O)N2[C@H](CO)[C@@H](c3ccc(-c4cccc(F)c4)cc3)[C@@H]2C1	-3.68*
O=C(Nc1ccc(F)cc1)N1CC(=O)N2[C@H](CO)[C@@H](c3ccc(C#Cc4cccnc4)cc3)[C@@H]2C1	1.34
CN1c2ccc(C#Cc3ccccc3F)cc2[C@H]2[C@H](CCN2C(=O)c2cnccn2)[C@H]1CO	1.25
CCC(=O)NC[C@@H]1N[C@@H](CO)[C@H]1c1ccc(-c2cccc(C#N)c2)cc1	4.41
COc1cccc(-c2ccc([C@H]3[C@@H](CO)N4CCCCN(C(=O)c5ccc6c(c5)OCO6)C[C@H]34)cc2)c1	-2.66
CCCN1C[C@@H](C)[C@@H](OC)CN(C)C(=O)c2cc(NS(=O)(=O)c3ccccc3)ccc2OC[C@H]1C	0.0822
C/C=C/c1ccc(C2[C@@H]3CN(S(=O)(=O)c4ccc(C)cc4)C[C@H]2N3)cc1 (stereo not given in full)	-0.779&1.48
CC(C)NC(=O)N1[C@H](C#N)[C@H](c2ccccc2-c2ccc(F)cc2)[C@@H]1CO	1.58
CN(C)CC(=O)N1[C@H](C#N)[C@@H](c2ccc(C#CC3CCCC3)cc2)[C@@H]1CO	2.54
O=C(C[C@@H]1CC[C@H]2NC[C@@H](O)COC[C@@H]2O1)Nc1ccc(-c2ccccc2)cc1	-1.05
C/C=C/c1ccc([C@H]2[C@@H](CO)N(C(=O)CC)[C@@H]2CNC(=O)C2CC2)cc1	3.73
N#C[C@H]1[C@H](c2ccccc2)[C@@H](CO)N1S(=O)(=O)c1ccc(F)cc1	-0.614
COc1cccc(-c2ccc([C@H]3[C@H]4CN(C(=O)C5CCCCC5)CC(=O)N4[C@H]3CO)cc2)c1	-3.39*
CC(C)(O)C#Cc1ccc([C@@H]2[C@@H](CO)N3CCCCN(C(=O)c4cccnc4)C[C@H]23)cc1	3.5
O=C(c1ccccn1)N1CC[C@@H]2[C@H](CO)Nc3ccc(Br)cc3[C@@H]21	0.882
COc1ccc(-c2ccc([C@@H]3[C@@H](C#N)N(C(=O)c4cccnc4)[C@H]3CO)cc2)cc1	2.85
CN(C)C(=O)c1ccc(-c2ccc(C3[C@@H]4CN(Cc5cncnc5)C[C@H]3N4)cc2)cc1 (stereo not given in full)	1.1&-0.842
COCC#Cc1ccc([C@@H]2[C@H]3CN(C(=O)NC4CCCC4)CCCCN3[C@H]2CO)cc1	1.32
O=C(c1ccccc1F)N1CC(=O)N2[C@H](C1)[C@H](c1ccc(C#Cc3ccc(F)cc3)cc1)[C@@H]2CO	0.798
OC[C@H]1[C@@H](c2ccc(-c3cccc(F)c3)cc2)[C@@H]2CN(CCC(F)(F)F)CCCCN12	1.29
N#C[C@H]1[C@H](c2ccc(-c3ccccc3)cc2)[C@H](CO)N1C(=O)Cc1ccncc1	1.86
N#Cc1ccc(-c2ccc([C@H]3[C@H](CO)N4C(=O)CNC[C@@H]34)cc2)cc1	-0.0689
CC(C)c1cn(CC[C@@H]2CC[C@H](NS(=O)(=O)c3ccc(F)cc3)[C@@H](CO)O2)nn1	2.73
O=C(C1CCOCC1)N1C[C@@H]2[C@H](c3ccccc31)[C@@H](CO)N2C(=O)Cc1ccccn1	2.25
CN(C)C(=O)c1ccc(-c2ccccc2[C@@H]2[C@H](C#N)N(C(=O)C3CCC3)[C@H]2CO)cc1	1.56
O=C(C1CCC1)N1CC(=O)N2[C@H](C1)[C@@H](c1ccc(C#CCc3ccccc3)cc1)[C@@H]2CO	-0.417
